Compound activity from PubChem.
LDHA block: qHTS assay for inhibitors of human lactate dehydrogenase | L-lactate dehydrogenase A chain (Homo sapiens), P00338 | purified LDHA, NADH/diaphorase-resazurin fluorescence; stronger effect = lower value | activity change, % (values are at about 110 or 230 µM) | actives 0.15% (n = 480,000) | AID 1347041, 2019; in the data active = activity change below about -30%; inconclusive = mostly about -25% to -30%;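 note: plate controls were DMSO wells for no effect and wells without enzyme for full effect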
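Human LDH5 at 2 nM final in Tris HCl pH 7.4 with 0.06 mM NADH and 0.2 mM pyruvate, reacted 5 minutes at room temperature. Remaining NADH coupled via diaphorase/resazurin; resorufin fluorescence read at 0 and 20 minutes, normalized to enzyme-free and DMSO wells.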
POLB inh: qHTS Assay for Inhibitors of DNA Polymerase Beta. Pol beta primer extension/strand displacement, fluorescence kinetic. Potency, µM (titrated, usually from 114 µM), inactives show at the highest dose activity change, negative = inhibition, hits mostly inhibitors. actives 1.3% (n = 340,000); note: potency is the fitted concentration of half-maximal effect; % is set by controls: 0 for no effect and ±100 for the full control effect
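10 nM enzyme + cpd, 15 min RT; start with substrate 50 nM final; read 0 min and after 10 min RT. Corrected, normalized data; 4-parameter Hill curve fit.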
Pol eta inh: qHTS for Inhibitors of Polymerase Eta; DNA polymerase eta (Homo sapiens), Q9Y253; recombinant Pol eta, fluorescent DNA replication assay; Potency, µM (top dose mostly 114 µM), without a hit: top-dose activity change, negative = inhibition, usual class: inhibitors; actives 1.2% (n = 390,000); note: potency is the fitted concentration of half-maximal effect; % is set by controls: 0 for no effect and ±100 for the full control effect
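Pol eta (10 nM) was preincubated with compounds for 15 min at room temperature, after which fluorescent replication substrate (50 nM final) was added to start the reaction. Fluorescence was read kinetically at 0 and 10 min.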
POLK inh: qHTS for Inhibitors of Polymerase Kappa; purified Pol kappa, fluorescent DNA synthesis assay, 10 min; actives 0.53% (n = 400,000); Potency, µM (highest dose often 107 µM), for inactives: top-dose activity, negative = inhibition, actives largely listed as inhibitors; AID 588579, 2011; DNA polymerase kappa (Homo sapiens), Q9UBT6; note: potency is the fitted concentration of half-maximal effect; % is set by controls: 0 for no effect and ±100 for the full control effect
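Fluorescent qHTS in 1536-well format: enzyme (10 nM) and compound sat 15 min at room temperature before 50 nM substrate (final) was added. Signal taken at 0 and 10 min; no-enzyme buffer wells were negative controls.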
RGS4 inh: Inhibitors of Regulator of G Protein Signaling (RGS) 4: qHTS; Regulator of G-protein signaling 4 (Homo sapiens), P49798; Transcreener GDP fluorescence polarization, RGS4-accelerated GTP hydrolysis; Potency, µM (top dose mostly 114 µM), for inactives: at the top dose activity change, negative = inhibition, usual class: inhibitors; actives 0.039% (n = 390,000); note: potency is the fitted concentration of half-maximal effect; % is set by controls: 0 for no effect and ±100 for the full control effect; nearly all actives have a fitted effect of over 75% in size; some results filed as inactive show a strong effect at the top dose
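MLSMR compounds (23 nl, pin-transferred) preincubated 10 min at room temperature with a 500nM (2x) first reagent, then RGS4 at 900nM (2x) plus Transcreener GDP mix added; fluorescence polarization (620/688 nm) read before and after 90 min at 30 °C.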
APE1 inh: qHTS Assay for Inhibitors of the Human Apurinic/apyrimidinic Endonuclease 1 (APE1); actives 0.35% (n = 350,000); DNA repair nuclease/redox regulator APEX1 (Homo sapiens), P27695; recombinant APE1, TAMRA/BHQ-2 abasic DNA cleavage fluorescence; Potency, µM (doses to about 65.8 µM), for inactives: at the highest dose activity change, negative = inhibition, hits mostly inhibitors;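 note: potency is the fitted concentration of half-maximal effect; plate controls were vehicle for no effect and reference inhibitor for full effect; nearly all actives have a fitted effect of over 55% in size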
Target sequence (P27695 whole entry, looked up): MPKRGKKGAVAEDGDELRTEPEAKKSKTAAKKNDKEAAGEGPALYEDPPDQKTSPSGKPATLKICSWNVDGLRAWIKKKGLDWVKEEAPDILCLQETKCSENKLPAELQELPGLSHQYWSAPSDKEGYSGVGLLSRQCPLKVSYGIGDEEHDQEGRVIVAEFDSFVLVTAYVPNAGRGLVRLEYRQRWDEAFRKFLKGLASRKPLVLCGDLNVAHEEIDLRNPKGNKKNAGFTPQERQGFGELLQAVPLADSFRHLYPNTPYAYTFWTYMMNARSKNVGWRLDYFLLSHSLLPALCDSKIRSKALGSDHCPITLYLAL
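0.75 nM APE1 + cpd, 15 min RT; start w/ 50 nM TAMRA/BHQ-2 THF-abasic dsDNA; kinetic fluor 525/598 nm ×3 reads @60 s; Δ(read3−read1); normalized to DMSO and NSC13755 control wells.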
ERG Ets-DNA blk: qHTS for Small Molecule Inhibitors of the ERG Ets/DNA interaction; actives 0.028% (n = 370,000); Transcriptional regulator ERG (Homo sapiens), P11308; fluorescence polarization, His-ERG Ets domain / labelled DNA; Potency, µM (titrated, usually from 76.9 µM), for inactives: at the top dose FP activity, negative = inhibition, usual class: inhibitors; active = well fitted inhibition curve with a large enough effect in the polarisation, with a control signal flat; inconclusive = small, poorly fitted or top-dose-only effect, or effect the other way, or a change in a side signal; inactive = no such curve, though single readings can be large or run the other way; the % refers to the polarisation;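 note: polarization taken with two DNA probes labelled with fluorescein and Texas red; potency is the fitted concentration of half-maximal effect; % of control where 0% means no effect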
Target sequence (P11308 whole entry, looked up, the tested form may be a part): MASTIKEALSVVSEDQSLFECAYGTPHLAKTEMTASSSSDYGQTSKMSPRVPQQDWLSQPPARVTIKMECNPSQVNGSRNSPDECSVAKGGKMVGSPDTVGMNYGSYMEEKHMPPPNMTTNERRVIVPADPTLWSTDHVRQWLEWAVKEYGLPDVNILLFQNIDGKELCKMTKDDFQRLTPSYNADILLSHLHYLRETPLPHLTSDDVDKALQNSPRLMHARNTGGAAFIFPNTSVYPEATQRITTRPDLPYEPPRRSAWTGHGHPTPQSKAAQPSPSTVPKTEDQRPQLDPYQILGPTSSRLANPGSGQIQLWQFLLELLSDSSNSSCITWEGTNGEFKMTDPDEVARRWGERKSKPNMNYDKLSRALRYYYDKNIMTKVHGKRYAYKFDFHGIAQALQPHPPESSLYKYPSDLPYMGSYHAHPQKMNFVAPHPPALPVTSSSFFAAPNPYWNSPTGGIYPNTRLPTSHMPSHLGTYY
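His-tagged ERG Ets domain (1 uM in the protein solution; 300mM KCl, 50mM Tris-HCl, 1mM EDTA, 1mM DTT, pH 7.5) received compound, then a probe mix of 5 nM fluorescein-DNA and 100nM Texas-615-DNA. Fluorescence polarization was read for both dyes.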
12-LOX inh: Primary qHTS assay for inhibitors of human arachidonate 12S-lipoxygenase (ALOX12): Round 2 | Polyunsaturated fatty acid lipoxygenase ALOX12 (Homo sapiens), P18054 | purified 12hLO, xylenol orange hydroperoxide absorbance | Potency, µM (top dose mostly 108 µM), without a hit: at the top dose activity change, negative = inhibition, most hits filed as inhibitors | actives 1.1% (n = 580,000) | AID 1671190, 2021; note: potency is the fitted concentration of half-maximal effect; % is set by controls: 0 for no effect and ±100 for the full control effect
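Purified human 12hLO (150 nM final) in 25 mM Hepes, 0.01% Triton X-100, pH 7.0 was preincubated 15 min at room temperature with compound. Then 40 uM arachidonic acid was added, 30 min. Hydroperoxide was read by Fe-XO absorbance ratio 573/405 nm.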
Anesthetic bind: qHTS Assay for Identification of Novel General Anesthetics. apoferritin/1-aminoanthracene competitive binding, fluorescence. actives 0.074% (n = 350,000). Ferritin light chain (Equus caballus), P02791. Potency, µM (top dose mostly 77.5 µM), inactives show top-dose activity change, negative = displacement, hits mostly inhibitors. AID 485281, 2010; note: potency is the fitted concentration of half-maximal effect; % is set by controls: 0 for no effect and ±100 for the full control effect; nearly all actives have a fitted effect of over 20% in size
Target sequence (P02791 2-175 limits assumed): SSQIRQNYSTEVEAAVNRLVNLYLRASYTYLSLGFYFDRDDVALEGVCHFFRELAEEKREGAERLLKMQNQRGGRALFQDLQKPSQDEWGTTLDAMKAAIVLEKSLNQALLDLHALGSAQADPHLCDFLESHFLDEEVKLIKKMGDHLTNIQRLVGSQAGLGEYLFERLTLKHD
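Horse-spleen apoferritin (10 uM) was mixed with 50% saturated 1-aminoanthracene in PBS, exposed to compounds for 10 min at room temperature, and read for fluorescence (ex 380 nm, em 535 nm). Competitive displacement was fitted with a four-parameter Hill equation.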
An asterisk follows results filed as active; i = inactive; ? = inconclusive; / = not tested or not shown; & = joins results of further samples; [ ] = another dose, or the depositor's remark. Unless noted, calls come from the whole dose curve; as a rule, active = well fitted curve in the direction sought with a large enough effect; inconclusive = small, poorly fitted or top-dose-only effect, or another doubt; inactive = no such curve, though single readings can be large; an effect the other way counts as inactive or inconclusive.

SMILES	LDHA block	POLB inh	Pol eta inh	POLK inh	RGS4 inh	APE1 inh	ERG Ets-DNA blk	12-LOX inh	Anesthetic bind
O=C(NC1CCCC1)C(c1ccccc1)N(Cc1ccc2c(c1)OCO2)C(=O)Cc1cccs1 (stereo not given)	-1	?	-1%	-5%	6%	5%	5%	0%	-9%
COc1cccc(NC(=O)COC(=O)c2ccccc2C(=O)N(C)c2ccccc2)c1	-6	/	-4%	-9%	-10%	-10%	-12%	5%	/
Cc1cc(C)n2cc(CSc3nnnn3-c3ccc(Cl)cc3)nc2n1	-9	11%	-7%	-2%	9%	0%	-7%	0%	9%
O=C(COc1ccc(Br)cc1Cl)NC(=O)NC1CCCC1	0	/	-16%	-13%	4%	20%	2%	193%[activator]	/
Cc1cc(C)c2c(=O)cc(C(=O)NCc3ccc(S(N)(=O)=O)cc3)oc2c1	0	3%	-3%	13%	-18%	/	9%	-16%	-23%
Cc1nn(CCCC(=O)Nc2cccnc2)c(C)c1[N+](=O)[O-]	1	-24%	-12%	-22%	-9%	-7%	-5%	3%	-2%
CCCCN1C(=O)N(C)C2NC(=O)NC21 (stereo not given)	-8	-2%	1%	1%	9%	1%	1%	-7%	-8%
CN(C)c1ccc(C(=S)N2CCN(C(=S)Nc3ccc(Cl)cc3)CC2)cc1	-8	40%	4%	-4%	?	11%	1%	-8%	-7%
Cc1cccc(N(C)S(=O)(=O)c2ccc3[nH]cc(C(=O)N4CCOCC4)c(=O)c3c2)c1	0	3%	-8%	-5%	5%	3%	-3%	0%	-18%
NC(=O)CC(NSc1ccccc1[N+](=O)[O-])C(=O)O (stereo not given)	-1	19%	-10%	-8%	-39%	1%	8%	?	-10%
Cc1ccc(Cn2c(CCCO)nc3ccccc32)cc1	-5	14%	-17%	-15%	4%	10%	13%	-12%	-15%
CC(=O)c1ccc(N2CCN(C(=O)c3ccc(NC4=NC5CS(=O)(=O)CC5S4)cc3)CC2)cc1 (stereo not given)	-4	0%	-1%	-1%	-8%	25%	-12%	-13%	-9%
Cn1c(NC(=O)c2ccccc2)cc(=O)n(C)c1=O	-4	6%	1%	-11%	1%	-5%	-17%	13%	-15%
CCN(CC)c1ccc(NC(=O)c2cccc(OC)c2)c(C)c1	-2	-18%	-2%	0%	7%	10%	-4%	-2%	0%
Cc1cccc(NC(=O)CN(C)C(=O)C2CCCC2)c1C	0	/	-8%	-5%	-23%	-15%	2%	1%	/
CC(=O)Nc1ccc(C(=O)N/N=C/c2ccccc2OCc2ccccc2)cc1	-4	-27%	-9%	-8%	?	-2%	-23%	9%	-13%
COCCn1c(=N)c(C(=O)NCCc2ccc(OC)cc2)cc2c(=O)n3cccc(C)c3nc21	-3	18%	-6%	-10%	-11%	0%	-2%	37%[activator]	-11%
COC(=O)c1ccc(NC(=O)c2cc(S(=O)(=O)N3CCc4ccccc43)cn2C)cc1	-1	-3%	-7%	-1%	6%	/	-1%	-24%	83%[activator]
CC(NC(=O)C1CCN(S(=O)(=O)c2ccc3c(c2)NC(=O)CO3)CC1)c1ccccc1 (stereo not given)	2	-1%	-8%	11%	-5%	8%	-6%	1%	-7%
CCOC(=O)C1CCCN(C(=O)c2cc(=O)c3ccccc3o2)C1 (stereo not given)	-7	-14%	-13%	1%	-8%	3%	-7%	0%	-6%
C[C@@H]1CN([C@H](C)CO)C(=O)Cc2cc(NC(=O)Cn3cnnn3)ccc2O[C@@H]1CN(C)Cc1ccc(Cl)c(Cl)c1	1	/	-14%	-10%	25%	-4%	-9%	-18%	/
Cc1cc(C)c2oc(C(=O)N(Cc3cccs3)C3CCS(=O)(=O)C3)cc(=O)c2c1 (stereo not given)	1&1	2%	-8%	14%	-7%	-3%	4%	1%&176%	-13%
COc1cccc(C(=O)NCC(=O)OCC(=O)Nc2ncc(Cl)cc2Cl)c1	2	?	?	-23%	2%	0%	2%	-25%	-13%
Cc1cccc(OCC(=O)Nc2ccccc2N2CCN(C(=O)C(C)C)CC2)c1C	1	-9%	4%	-2%	-5%	8%	-11%	0%	2%
Cc1sc(C2C(C#N)=C(N)N(c3cccc(Cl)c3)C3=C2C(=O)CCC3)cc1CN1CCOCC1 (stereo not given)	23	17%	-8%	?	-36%	/	0%	-15%	?
Cc1ccc(NC(=O)c2cc3ccccc3o2)cc1S(=O)(=O)N(C)C	-1	30%	-1%	0%	7%	13%	-3%	0%	-9%
COc1ccc(NC(=O)C2(c3ccc(NC(=O)c4ccc(OC)c(OC)c4)cc3)CCCC2)cc1	-2	1%	-9%	-7%	23%	-1%	1%	-10%	-13%
Cc1c2cccn2cc[n+]1C	-19	31%	0%	-14%	?	1%	-1%	32%[activator][57.4 µM]	70%[activator]
O=C(Nc1ccccc1C(=O)N1CCOCC1)c1ccc(CSc2ccccc2)cc1	0	0%	-17%	-8%	-5%	-6%	-19%	3%	-23%
CCOc1cc(/C=N/N=C(\N)c2nonc2N)cc(Br)c1OCc1cccc2ccccc12	-8	5%	-7%	-1%	-1%[11.4 µM]	-2%	0%	0%	-12%
Cc1cc(C)c(S(=O)(=O)c2ccc(Cl)cc2)c(Cl)n1	-10	10%	-7%	3%	46%	4%	-3%	11%	-7%
CCC(CC)c1nnc(NC(=O)c2ccc(S(=O)(=O)N3CCc4ccccc4C3)cc2)s1	-7	-2%	-5%	1%	-9%	0%	6%	10%	4%
O=C(NCCO)C(=O)NCC1OCCCN1S(=O)(=O)c1ccc2c(c1)OCCO2 (stereo not given)	-3	9%	-24%	-1%	-17%	2%	8%	i	-3%
COc1ccc(C(=O)/C=C/c2ccccc2C(F)(F)F)cc1	4	-24%	-22%	-15%	5%	-4%	/	-9%	?
CC(OC(=O)CC(C)c1ccccc1)C(=O)Nc1ccc(Cl)cn1 (stereo not given)	-3	/	-19%	-21%	16%	-15%	1%	-2%	/
CC(C)NC(=O)/C=C/C(=O)O	-8	39%	-10%	2%	3%	5%	4%	1%	0%
Cc1ccc(NC(=O)c2cc(NC(=O)/C=C\C(=O)O)ccc2N2CCCCC2)cc1	-7	?	-2%	-2%	-7%	-4%	0%	-24%	-14%
COc1ccc(N2C(=O)CC(NCC#N)C2=O)cc1 (stereo not given)	-4	4%	-12%	-24%	14%	8%	4%	45%	-4%
CCOc1ccc(/C=N/NC(=S)NC2CC3C=CC2C3)cc1 (stereo not given)	-16	0%	-13%	-13%	-2%	-9%	1%	-113%	2%
Cc1ccnc(NC(=O)c2cccc(S(=O)(=O)N3CCOCC3)c2)c1	-3	/	-5%	-21%	-24%	11%	1%	?	/
Cc1csc(=O)n1CCC(=O)OCc1nnc(-c2ccc(Cl)cc2)o1	-3	/	0%	4%	8%	26%	-7%	-20%	/
CCN(CC(=O)NCc1cccs1)C(=O)c1ccc(S(=O)(=O)Nc2ccccc2)cc1	1	/	-10%	-1%	1%	7%	9%	-23%	/

Five of the entries above in order of the ERG Ets-DNA blk value, lowest first:
smiles | Pol eta inh | POLK inh | RGS4 inh | ERG Ets-DNA blk | 12-LOX inh | Anesthetic bind
Cc1cccc(OCC(=O)Nc2ccccc2N2CCN(C(=O)C(C)C)CC2)c1C | 4% | -2% | -5% | -11% | 0% | 2%
Cc1c2cccn2cc[n+]1C | 0% | -14% | ? | -1% | 32%[activator][57.4 µM] | 70%[activator]
Cc1sc(C2C(C#N)=C(N)N(c3cccc(Cl)c3)C3=C2C(=O)CCC3)cc1CN1CCOCC1 (stereo not given) | -8% | ? | -36% | 0% | -15% | ?
CCOc1ccc(/C=N/NC(=S)NC2CC3C=CC2C3)cc1 (stereo not given) | -13% | -13% | -2% | 1% | -113% | 2%
Cc1cc(C)c2oc(C(=O)N(Cc3cccs3)C3CCS(=O)(=O)C3)cc(=O)c2c1 (stereo not given) | -8% | 14% | -7% | 4% | 1%&176% | -13%

Reprinted at random: four entries already listed, in no set order.
SMILES	LDHA block	POLB inh	Pol eta inh	POLK inh	RGS4 inh	APE1 inh	ERG Ets-DNA blk	12-LOX inh	Anesthetic bind
Cc1cccc(OCC(=O)Nc2ccccc2N2CCN(C(=O)C(C)C)CC2)c1C	1	-9%	4%	-2%	-5%	8%	-11%	0%	2%
O=C(Nc1ccccc1C(=O)N1CCOCC1)c1ccc(CSc2ccccc2)cc1	0	0%	-17%	-8%	-5%	-6%	-19%	3%	-23%
Cc1csc(=O)n1CCC(=O)OCc1nnc(-c2ccc(Cl)cc2)o1	-3	/	0%	4%	8%	26%	-7%	-20%	/
Cc1cc(C)c2oc(C(=O)N(Cc3cccs3)C3CCS(=O)(=O)C3)cc(=O)c2c1 (stereo not given)	1&1	2%	-8%	14%	-7%	-3%	4%	1%&176%	-13%

These rows are one share of the data; rates above refer to the full screens.
